High-throughput results from PubChem BioAssay.
ER stress rescue – rescue of cells from ER stress-induced death, primary screen, 384-well, CSM14.1, thapsigargin, ATP luminescence (AID 1222) | CSM14.1 thapsigargin-induced death rescue, ATP luminescence; higher % means a stronger effect | cellular ATP content (survival), % at 20 µM, or EC50 in µM where a hit was titrated | 190,000 tested, under 10 active;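 active = EC50 below 50 µM in the dose-response confirmation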;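 also: death triggered by thapsigargin at about 15 µM added after 2 h compound pretreatment; cell ATP read after overnight thapsigargin exposure of roughly 18 to 22 hours; normalized against plate controls of thapsigargin alone and 5% DMSO vehicle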
K1F lysis inhibition – protection from phage-mediated lysis, alamar blue read-out – E. coli UTI89, K1F phage, bacterial capsule biogenesis inhibitors (AID 488966); E. coli UTI89 K1F phage lysis, alamar blue, 2 h; higher % means a stronger effect; inhibition, % at 100 µM, or IC50 in µM where a hit was titrated; actives 0.02% (n = 340,000);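 active = phage lysis inhibition, versus mean bacterial control, above a set limit; inconclusive = no clear call, values can overlap the other calls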;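 also: capsule biogenesis inhibitors block K1F phage lysis so surviving cells raise fluorescence; higher fluorescence means more inhibition of phage lysis; actives were called in the ten point dose series up to 300 µM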
Dynein transport – blocks dynein driven cargo transport along microtubules | 3617.4 mouse cells, GR-EGFP nuclear translocation imaging; test concentration mostly 20 µM; stimulated with dexamethasone, 1 µM; stronger effect = lower value | z-score, hits read low | actives 0.47% (n = 220,000) | AID 1381;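 active = plate z-score of nuclear minus cytoplasmic receptor signal below a set negative limit, without overly bright fluorescence or cell loss, cut at about -3.5 in these data, passing the limit was not always enough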;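 also: z-score of nuclear minus cytoplasmic ring GR-EGFP intensity difference per well; some compounds called inactive have numbers as strong as hits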
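Also added: dexamethasone, 1.0 µM final. Medium: tet-free, stripped-serum medium. Detection: fixed, Hoechst-stained cells imaged at 10x for EGFP. Read-out: nuclear-to-cytoplasmic GR-EGFP distribution per well. Times: induction 48 h, compound 1 h, agonist 30 min.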
MT stabilizer – stabilizes microtubules in HeLa cells; HeLa tubulin immunostaining HCS, 24 h; share of cells brighter than vehicle mean+2SD; % tubulin-high responders, % at 10 µM; actives 0.83% (n = 200,000);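 active = plate Z-score above 3 for both tubulin-high and condensed-nucleus cell shares, with cell loss under 80%, at 10 µM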;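 also: anti alpha tubulin signal scored within the nucleus-defined area of each cell; some results filed as inactive read as strong as hits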
Insulin prom up – MIN6 insulin promoter up-regulation; MIN6 insulin promoter-GFP reporter, high-content imaging; stronger effect = higher value; z-score at 5 µM; actives 0.3% (n = 190,000); AID 1625;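 active = z-score above 3 at 5 µM with at least 500 cells counted in the well; inconclusive = wells under 500 cells, flagged as cytotoxic or low count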
b-catenin transl – beta-catenin nuclear translocation modulation | HeLa beta-catenin nuclear translocation, immunofluorescence imaging | nuclear translocation activity, % at 5 µM | actives 0.3% (n = 190,000) | AID 1665;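 active = nuclear translocation activity above 50% at 5 µM, with a well cell count of 50 or more; inconclusive = wells under 50 cells across six images, flagged as toxic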;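 also: per-cell ratio of nuclear to cytoplasmic median beta-catenin stain intensity; plate controls were DMSO negative control for no effect and GSK-3 inhibitor IX positive control for full effect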
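Test system: human HeLa cells, native beta-catenin. Compound dosing: 5 µM primary single dose, 0.1% DMSO, 0.02–20 µM confirmation series. Incubation: compound exposure 24 h at 37°C. Detection: beta-catenin immunostaining with DAPI counterstain, 20x imaging, 6 fields/well. Read-out basis: Nuclear/cytoplasmic beta-catenin signal ratio, % activation.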
M17LAP inhibition – P. falciparum M17LAP inhibitors, primary screen, biochemical, fluorogenic H-Leu-NHMec substrate, 1536-well (AID 1619) | recombinant M17LAP, H-Leu-NHMec fluorogenic kinetic assay; higher % means a stronger effect | one-dose inhibition, % at 30 µM; IC50 in µM for titrated hits | actives 0.38% (n = 220,000);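 active = compound inhibiting the enzyme by more than half at any dose during confirmatory dose-response retesting; inconclusive = strong single-dose inhibitors picked by rank but not retested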;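 also: plate controls were full reaction with DMSO carrier for no effect and no enzyme background for full effect; strong numbers were not always called active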
P. falciparum M1AAP – malaria alanyl aminopeptidase activity blockers – biochemical, fluorogenic H-Leu-NHMec substrate, 1536-well (AID 1445) | recombinant M1AAP, H-Leu-NHMec fluorogenic kinetic assay; higher % means a stronger effect | actives 0.42% (n = 220,000) | inhibition, % at 30 µM; hits with a dose series show IC50 in µM;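 active = primary inhibition above the hit cutoff, then over 50% inhibition at one or more dose response concentrations, cut at about 23% in these data, passing the limit was not always enough; inconclusive = conflicting primary data, or primary hits not chosen for dose response; inactive = low primary inhibition, or under 50% at every dose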;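 also: plate controls were DMSO full reaction for no effect and no enzyme background for full effect; strong numbers were not always called active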
Autophagy HCS – alters autophagy in cells; calls only at 10 µM (by protocol); actives 0.98% (n = 190,000); AID 463193; MEF GFP-LC3 puncta imaging; test concentration mostly 10 µM;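 active = percentage of spot-positive cells more than 3 SD above its plate mean, without a fluorescence outlier flag or 80% toxicity; inconclusive = no clear call, values can overlap the other calls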;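 also: spot-positive cell cutoff set from DMSO-treated cells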
Dynein transport cytoplasmic EGFP – also measured in Dynein transport; calls as there; z-score; measured here: cytoplasmic GR-EGFP intensity; stronger effect = higher value
Dynein transport nuclear GR-EGFP – recorded beside Dynein transport, whose call it bears; z-score; measured here: nuclear GR-EGFP intensity;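 lower value marks the stronger effect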
Dynein transport cell count – also measured in Dynein transport; calls as there; z-score; measured here: cell count per field
Insulin prom up cell count – further read-out of Insulin prom up, marked with its call; cell count; measured here: cytotoxicity, nuclei count;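 total cells summed across four imaged fields per well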
b-catenin transl cell count 5 µM – further read-out of b-catenin transl, marked with its call; cell count; measured here: cell count, cytotoxicity flag
MT stabilizer Hoechst-high % – second read-out of MT stabilizer, no call of its own (marks repeat the call); % Hoechst-high responders; measured here: nuclear condensation Hoechst responders;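 share of cells brighter than vehicle mean plus two SD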
MT stabilizer cytotoxicity % – also measured in MT stabilizer; calls as there; toxicity, %; measured here: cytotoxicity by cell density;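 0% = mean cell density of plate MIN control wells and 100% = no cells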
Autophagy HCS cell loss 18 h – second read-out of Autophagy HCS, no call of its own (marks repeat the call); toxicity, %; measured here: cell loss, nuclei count;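 cell loss after 18 h compound exposure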
* hit, by the source's call; i = inactive; ? = inconclusive; nt = no result given; [ ] = dose if it differs, or a comment.

entry	mol	ER stress rescue	K1F lysis inhibition	Dynein transport	Dynein transport cytoplasmic EGFP	Dynein transport nuclear GR-EGFP	Dynein transport cell count	MT stabilizer	MT stabilizer Hoechst-high %	MT stabilizer cytotoxicity %	Insulin prom up	Insulin prom up cell count	b-catenin transl	b-catenin transl cell count 5 µM	M17LAP inhibition	P. falciparum M1AAP	Autophagy HCS	Autophagy HCS cell loss 18 h
1	Cc1cc(C)cc(NC(=O)Cn2c(SCc3cc(C)ccc3C)nc3ccncc32)c1	0.2%	nt	0.989	-0.253	1.42	-0.626	5.1	2.2	10.3	0.91	1305	1.1	589	0.0%	4.6%	i	-14.8
2	CCOC(=O)c1cc(C)sc1/N=C/C1C(=O)CC(C)(C)CC1=O	18.8%	4.6%[50 µM]	0.734	-0.156	0.439	-0.136	3.9	1.4	4.4	0.76	1386	0.8	971	7.2%	1.6%	i	1.9
3	O=C(NCC1CCCO1)c1ccccc1NC(=O)c1cccc2ccccc12 (stereo unspecified)	-1.9%	0.1%	0.389	-0.218	0.0355	0.602	2.7	1.8	5.1	-0.59	1397	-1.6	1429	-15.6%	12.9%	i	1.7
4	CCOC(=O)C(NCc1ccc2c(c1)OCO2)(NC(=O)c1ccccc1)C(F)(F)F (stereo unspecified)	2.3%	0.6%	-0.659	-0.214	-0.571	0.402	3.2	1.7	8.1	-1.37	1391	1.4	1283	6.9%	-0.5%	i	2.0
5	CC(=O)c1ccc(-c2nc3c4ccccc4ccn3c2C(C)=O)o1	-1.1%	0.9%	-0.124	-0.163	-0.0967	-0.0807	4.2	2.0	2.7	-0.8	1445	7.5	1149	7.3%	3.1%	i	-16.1
6	CC(C)CN1CN(Cc2ccccc2)CNC1=S	1.1%	2.0%[50 µM]	-0.535	-0.13	-0.525	0.671	3.3	3.9	6.7	-0.27	1536	-0.6	1077	-13.3%	0.4%	i	-8.8
7	O=C(NC12CC3CC(CC(C3)C1)C2)N1CCCC(CO)C1 (stereo unspecified)	-1.2%	0.2%	-0.456	-0.245	-0.469	-0.423	3.3	1.6	8.0	0.2	1790	0.4	1056	-0.8%	5.2%	i	-8.1
8	O=C(NNC(=O)c1ccccc1[N+](=O)[O-])c1cccs1	-6.8%	-1.1%	-0.687	-0.164	-0.279	0.474	4.7	1.5	7.0	0.8	1174	-1.0	1105	5.3%	1.4%	i	20.7
9	C=CCn1c(C)cc(C(=O)Cn2ncc(Cl)c(Cl)c2=O)c1C	5.0%	0.5%[50 µM]	-4.58*	0.769*	-2.25*	0.418*	2.9	2.0	7.0	?	nt	-1.5	950	-0.2%	-1.6%	i	10.8
10	CCOC(=O)c1ccc(-c2ccc(/C=N/NC(=O)CN(c3ccccc3Cl)S(C)(=O)=O)o2)cc1	0.3%	0.5%	-0.381	-0.15	-0.0943	0.683	3.9	2.6	3.6	-1.57	1366	-0.4	1029	3.6%	6.8%	i	-6.2
11	CCOC(=O)C1NC(=O)CC1c1ccccc1 (stereo unspecified)	-0.5%	0.1%	-0.574	-0.243	-0.24	-0.226	3.3	1.6	4.5	0	1494	-3.3	1377	3.0%	9.4%	i	-0.9
12	CN(Cc1ccccc1)C(=O)COC(=O)c1cncc(Br)c1	-0.6%	-0.3%	-0.775	-0.175	-0.239	0.242	1.1	3.0	6.5	0.05	1263	4.9	1127	-0.8%	-0.2%	i	0.1
13	COc1ccc2c3c([nH]c2c1)C(C)N(C(C)=O)CC3 (stereo unspecified)	nt	0.2%	-1.24	-0.286	-0.274	0.434	nt	nt	nt	0.26	1031	1.5	1202	4.5%	-5.0%	nt	nt
14	O=C(COc1ccc(Br)cc1)NNC(=S)NC(=O)c1ccccc1[N+](=O)[O-]	-2.0%	3.7%	-0.0226	-0.275	0.0583	0.575	3.5	1.7	6.5	-0.07	1291	-0.7	1087	52.1%	-18.0%	i	0.3
15	Cc1c(NC2=NC(C)(C)Cc3ccccc32)c(=O)n(-c2ccccc2)n1C	-2.0%	0.8%	0.793	-0.239	0.339	0.437	2.1	1.7	2.6	1.11	1276	-1.9	541	5.3%	12.8%	i	-10.7
16	Cc1cc(Nc2ccccc2)n(C(=O)c2ccccc2)n1	0.2%	0.6%[50 µM]	-0.147	-0.57	-0.124	0.292	0.7	1.4	9.2	-1.04	1094	-6.1	1246	2.7%	0.7%	i	-6.9
17	COCCNC(=O)CN1CCC(NC(=O)Nc2ccccc2)CC1	-0.9%	2.4%	-0.0754	-0.171	0.296	-0.47	5.0	3.0	9.1	1.4	1350	-4.7	1056	-0.9%	1.2%	i	3.7
18	O=C(CSc1ccc(Cl)cc1)NNC(=O)c1cccnc1	0.5%	0.3%	-0.254	-0.269	-0.131	-0.0786	4.5	1.9	9.3	0.36	1650	-1.2	1016	11.2%	6.9%	i	0.0
19	Cc1cccc(C)c1NC(=S)N/N=C/c1c(Cl)cccc1Cl	1.3%	0.2%	-0.851	-0.167	-0.192	1.22	3.7	2.0	14.4	0.23	1699	4.5	974	-4.3%	1.0%	i	2.5
20	CC(C)/C(=N\NS(=O)(=O)c1ccc(Br)cc1)c1cccs1	-1.3%	-0.2%	-0.568	-0.323	-0.443	0.459	1.6	1.9	3.4	0.85	1465	0.1	1462	0.7%	1.6%	i	4.0
21	N#CCCN(Cc1cccnc1)S(=O)(=O)c1ccc(S(=O)(=O)N2CCCCCC2)cc1	-1.2%	0.8%	-0.415	-0.0975	-0.031	0.657	1.7	1.0	7.3	-0.94	1136	0.2	1155	-9.8%	-3.6%	i	-2.8
22	COc1cc(C(=O)Nc2ccccn2)cc(OC)c1OC	1.4%	5.5%	-0.49	-0.225	0.108	-1.01	2.9	1.4	5.8	0.77	1233	0.4	1075	-2.7%	3.2%	i	8.3
23	O=C(Nc1cccc(F)c1)C1C2C=CC3(CN(CCCN4CCOCC4)C(=O)C13)O2 (stereo unspecified)	nt	-0.6%	-0.536	-0.159	-0.218	0.309	4.1	2.4	6.3	1.2	1445	-0.2	1050	24.5%	18.8%	nt	nt
24	CCCCc1ccc(Nc2ncccc2C#N)cc1	-1.9%	0.6%	-0.854	-0.16	0.133	0.00156	3.3	2.5	9.1	-0.05	1229	2.2	1190	9.1%	6.8%	i	7.6
25	COc1ccc(Cn2cc([N+](=O)[O-])nc2C)cc1[N+](=O)[O-]	nt	0.3%	-0.424	-0.262	0.426	-0.607	nt	nt	nt	-0.32	1119	0.4	1314	3.9%	8.6%	nt	nt
26	Cc1c(C(=O)NCc2ccccn2)sc2nc(-c3ccccc3)cn12	-2.8%	1.8%	-0.171	-0.191	0.246	0.488	2.8	2.5	6.3	0.68	1648	-0.4	1023	1.9%	16.0%	i	2.9
27	Cc1cn(-c2cc(C(=O)Nc3ccc(C)c(NC(=O)N4CCNC4=O)c3)cc(C(F)(F)F)c2)cn1	nt	1.0%	0.0133	-0.813	0.0338	0.159	nt	nt	nt	-0.67	937	-0.1	1375	-3.0%	-5.7%	nt	nt
28	COc1ccc(C(c2nnnn2Cc2ccc(F)cc2)N2CCN(c3ccccc3)CC2)cc1 (stereo unspecified)	2.5%	0.3%	-0.962	-0.319	-0.288	0.399	5.7	3.5	8.3	-0.24	1166	-3.0	1125	-5.9%	6.5%	i	0.8
29	COc1ccc(-c2nc(N)n(C(=O)Cc3ccccc3)n2)cc1	-3.0%	1.1%	-1.91	-0.21	-0.896	2.87	1.0	2.9	16.0	0.35	939	-2.3	1093	13.8%	-1.5%	i	0.3
30	O=C(NC(=S)Nc1ccccc1N1CCCC1)c1ccccc1[N+](=O)[O-]	3.2%	6.4%	0.497	-0.281	0.269	-0.0701	9.1	2.2	1.8	-0.57	1386	1.0	1074	-17.6%	1.4%	i	-7.8
31	COCCNC(=O)CSC1=N/C(=C/c2ccc(Cl)c(Cl)c2)C(=O)N1c1ccccc1F	6.1%	5.5%	0.377	-0.0312	0.39	-1.19	4.3	2.2	0.9	-0.23	1384	-0.3	1180	3.8%	2.5%	i	21.2
32	COc1ccc(S(=O)(=O)N(C)Cc2cccs2)cc1Br	-2.8%	1.3%	1.61	-0.22	0.856	-0.547	3.8	2.0	4.2	1.34	827	9.0	1033	1.4%	-4.5%	i	-2.4
33	CC(=O)NCCn1c(SCC(=O)c2ccc(Cl)cc2)nc2ccccc2c1=O	2.0%	0.3%	0.71	-0.245	-0.719	-0.361	3.7	1.2	1.0	-1.11	1113	-1.1	1404	-2.4%	9.4%	i	1.8
34	CCOC(=O)c1c(NC(=S)NC(C)=O)sc(C)c1C	-1.1%	-5.1%	-0.929	-0.285	-0.56	1.32	2.4	2.6	6.1	-0.31	1412	1.8	1118	18.3%	9.2%	i	-7.8
35	CC(=O)CCc1oc2c([N+](=O)[O-])cccc2c1-c1ccc(C)o1	1.5%	-0.4%	-2.41	0.477	-1.23	-0.359	1.8	1.1	4.2	-0.06	1248	1.1	1522	9.9%	8.2%	i	-3.4
36	CC(C)(C)n1nc2c(c1NC(=O)COc1ccc3ccccc3c1)CS(=O)C2 (stereo unspecified)	1.1%	1.4%	-0.366	-0.259	-0.208	0.406	3.0	5.8	6.0	0.01	906	-6.5	1122	6.2%	1.3%	i	8.9
